Compound activity (PubChem)
STEP inh: blocks human striatal-enriched tyrosine phosphatase. AID 588621. actives 0.25% (n = 360,000). inhibition, % at 20 µM. P54829. recombinant STEP, OMFP fluorogenic substrate, fluorescence;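 active means inhibition at 20 µM, scaled per plate between control wells, above about 37%, limit read from the data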;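 further: 0% = DMSO with enzyme and substrate and 100% = substrate only without enzyme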
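Test system: STEP tyrosine phosphatase / Reagent: OMFP at 25 µM / Doses: 20 µM, 1% DMSO / Read-out: percent inhibition scaled to no-enzyme and uninhibited-enzyme controls, plate-pattern corrected / Detection: FITC-channel fluorescence of OMFP product / Medium: Bis-Tris buffer pH 6.0, 2.5 mM DTT, 0.005% Tween 20 / Schedule: 20 min at room temperature, dark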
Scp-1 inhibitor: blocks human Scp-1 phosphatase activity; Recombinant Scp1, phosphopeptide, malachite green phosphate absorbance; inhibition, % at 20 µM; actives 0.88% (n = 340,000); AID 493091;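 active means inhibition above about 50% at 20 µM, limit read from the data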;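 further: plate controls were DMSO wells with enzyme for no effect and wells lacking enzyme for full effect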
Target sequence (Q9GZU7 76-261 limits assumed): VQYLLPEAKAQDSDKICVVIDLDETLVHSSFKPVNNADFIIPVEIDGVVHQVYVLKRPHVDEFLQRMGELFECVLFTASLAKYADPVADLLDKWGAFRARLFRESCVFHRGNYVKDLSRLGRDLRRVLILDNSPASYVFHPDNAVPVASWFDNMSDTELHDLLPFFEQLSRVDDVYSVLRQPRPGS
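Assay system: SCP-1 catalytic fragment, aa 76-261 | Buffer or medium: Tris acetate buffer pH 5.5 with MgCl2 and Tween-20 | Compound: One concentration, 20 µM, with 1.0% DMSO | Also added: Phospho 17-mer peptide substrate | Signal: Absorbance at 630 nm | Incubation: 45 min enzyme reaction at room temperature | Measure: % inhibition of SCP-1 phosphate liberation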
SUMO1 PPI mod: alters human SUMO1 binding to SIM partners. P63165. SUMO1 binding to a labelled peptide, TR-FRET, 1 h. inhibition, % at 20 µM. actives 0.33% (n = 360,000). AID 602429; in the data active means inhibition above about 37%
Target sequence (P63165 whole entry, looked up): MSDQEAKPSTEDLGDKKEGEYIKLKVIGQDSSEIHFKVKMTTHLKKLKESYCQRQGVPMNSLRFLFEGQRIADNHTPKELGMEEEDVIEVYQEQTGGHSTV
DNMT1 block: blocks human DNA methyltransferase DNMT1 | P26358 | DNMT1 molecular beacon, Hinp1I cleavage, fluorescence | inhibition (reported as % activation of signal), % at 10 µM | actives 0.83% (n = 360,000) | AID 588458; in the data active means inhibition above about 50%
NadD inh: NadD (S. aureus) enzyme inhibition. purified NadD enzyme, colorimetric absorbance read-out. inhibition, % at 20 µM. actives 0.78% (n = 360,000). AID 602399; in the data active means inhibition above about 26%; further: some compounds past the cut are filed as inactive
LMPTP inh: blocks human LMPTP phosphatase. P24666. recombinant LMPTP-A, OMFP fluorogenic substrate, fluorescence intensity. inhibition, % at 20 µM. actives 0.22% (n = 360,000);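 active means compounds that cut the enzyme signal by at least half of the control window in the single-dose screen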;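 further: plate controls were DMSO wells with enzyme plus substrate for no effect and substrate without enzyme for full effect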
Target sequence (P24666 whole entry, looked up): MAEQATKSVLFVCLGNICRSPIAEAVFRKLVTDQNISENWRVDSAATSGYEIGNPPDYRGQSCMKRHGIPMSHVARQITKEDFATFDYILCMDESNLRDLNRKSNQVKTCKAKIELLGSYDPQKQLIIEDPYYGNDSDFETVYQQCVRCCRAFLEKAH
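Test system: LMPTP-A, protein tyrosine phosphatase of low molecular weight; Input: 0.625 nM enzyme; Incubation: 50 min dark incubation at room temperature; Signal: endpoint fluorescence intensity from OMFP dephosphorylation; Read-out basis: % inhibition versus control wells.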
Rpn11 block: Rpn11 (human) deubiquitinase inhibition; actives 0.59% (n = 360,000); calls only at 20 µM; human 26S proteasome, Ub4-pepOG fluorescence polarization; 20S core pre-blocked with epoxomicin;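 active means inhibition at 20 µM, scaled to each plate's controls, above about 33%, limit read from the data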
Target sequence (O00487 whole entry, looked up): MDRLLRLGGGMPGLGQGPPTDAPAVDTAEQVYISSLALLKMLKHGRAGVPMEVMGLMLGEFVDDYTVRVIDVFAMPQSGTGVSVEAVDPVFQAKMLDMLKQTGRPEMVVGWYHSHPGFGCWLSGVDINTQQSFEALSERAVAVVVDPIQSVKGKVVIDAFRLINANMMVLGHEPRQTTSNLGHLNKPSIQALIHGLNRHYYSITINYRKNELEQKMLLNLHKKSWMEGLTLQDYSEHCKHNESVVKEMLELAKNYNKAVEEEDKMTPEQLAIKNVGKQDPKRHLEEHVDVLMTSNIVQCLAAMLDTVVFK
SKN-1 block: inhibitors of C. elegans SKN-1; C. elegans VP596 Pgst-4::GFP/RFP ratio, acrylamide-induced, 24 h; inhibition, % at 21.8 µM; actives 0.49% (n = 360,000); AID 624304;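 active means interference check ratio from 0.5 to 1.5 plus GFP to RFP signal ratio inhibition reaching or exceeding a fixed threshold, cut at about 30% in these data, passing the limit was not always enough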; further: some compounds called inactive have numbers as strong as hits
MT1-MMP act inh: inhibitors of human MT1-MMP activation; P50281; HT1080 RFP-PRO-GFP cells, GFP/RFP ratio fluorescence, overnight; percent of plate control window, DMSO zero; GFP/RFP ratio change, % at 20 µM; actives 0.061% (n = 360,000);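 active means GFP/RFP ratio change of at least 30% with cell ATP level not reduced by more than half and red fluorescence within 50% of control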; further: strong numbers were not always called active
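Compound: 20 µM single dose, 1% DMSO / System: HT1080 RFP-PRO-GFP cells / Controls: DMSO and RFP-L50D-GFP cell wells / Read-out basis: GFP/RFP fluorescence ratio / Schedule: overnight compound exposure at 37 °C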
CendR NRP1 mod: NRP-1/CendR interaction modulation. inhibition, % at 25 µM. FAM-RPARPAR peptide binding to NRP-1, fluorescence polarization. O14786. AID 602438. actives 0.85% (n = 360,000);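 active means inhibition or corrected inhibition above about 18%, plus a signal ratio from 0.5 to 1.5, limit read from the data, passing the limit was not always enough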; further: strong numbers were not always called active
Active calls of the source: *; i = inactive; x = not tested or not shown.

SMILES	STEP inh	Scp-1 inhibitor	SUMO1 PPI mod	DNMT1 block	NadD inh	LMPTP inh	Rpn11 block	SKN-1 block	MT1-MMP act inh	CendR NRP1 mod
CC(C)(C)N(Cc1cc2ccccc2[nH]c1=O)C(=O)c1cccc([N+](=O)[O-])c1	-4	16	-15	1	0	-2.1	i	2	-4	-3
Cc1cccn2c(=O)c3cc(C(=O)NCCc4ccccc4)c(=N)n(CC4CCCO4)c3nc12 (stereo not drawn)	-3	5	-26	5	2	1.4	i	6	-1	2
Cc1c(C)n(Cc2ccccc2)c2ccc(C(=O)NCCN3CCOCC3)cc12	8	-4	4	0	-8	-1.1	i	8	7	-2
Cc1sc2nc(C)n(/N=C/N(C)C)c(=O)c2c1C	-2	-1	8	0	0	1.7	i	3	-4	-10
COc1ccc(-n2c(=O)[nH]cc(C(=O)N3CCCc4ccccc43)c2=O)cc1	2	0	4	-2	0	-1.4	i	5	1	0
N#CCc1ccc(OC(=O)c2cccnc2Cl)cc1	2	-13	0	2	-4	-1.8	i	-1	1	6
COc1ccccc1CN1CCNC(=O)C1CC(=O)NCC1CCOCC1 (stereo not drawn)	-2	-2	-5	-1	2	0.3	i	-9	3	-12
COc1ccc(CNC(=O)C(C)OC(=O)CCN2C(=O)C3CC=CCC3C2=O)cc1 (stereo not drawn)	-1	-6	1	1	0	0.2	i	7	0	-3
O=C(Oc1cccc([N+](=O)[O-])c1)N1CCCCC1	-2	-10	-12	1	2	-1.1	i	12	2	-8
COc1ccccc1/C=C(/CC(=O)NCc1ccccc1)c1nc2ccccc2s1	3	-4	-9	2	13	4.4	i	6	-6	0
Cc1ccccc1C(=O)NNC(=O)c1ccoc1C	-1	8	-4	2	-8	0.7	i	-18	6	-2
CSCC[C@H](NC(=O)N1CCn2c1nc1ccccc12)C(=O)NCc1ccco1	3	3	5	4	7	0.1	i	7	3	11
COc1ccc(N(C)S(=O)(=O)c2cccc(C(=O)OCC(=O)N3CC(C)CC(C)C3)c2)cc1 (stereo not drawn)	-1	-15	-5	-1	-4	0.9	i	-2	10	9
O=C(Nc1cccc2ccccc12)/C(=C/c1ccc([N+](=O)[O-])cc1)NC(=O)c1ccccc1	4	-10	-9	-3	12	0.0	i	14	4	2
Cc1cc(-n2c(C)cc(C(=O)CN3C(=O)NC4(CCCCCC4)C3=O)c2C)no1	-4	0	2	0	1	-0.8	i	-7	-1	-1
CCc1ccc(S(=O)(=O)/N=C2\C=C(Nc3ccc(C(=O)O)cc3)C(=O)c3ccccc32)cc1	1	-12	21	41	-1	3.0	i	1	14	8
Cc1sc(NC(=O)CSc2nnc3scc(-c4ccccc4)n23)c(C#N)c1C	2	-6	45*	7	5	1.2	i	10	-7	1
COC(=O)c1ccc(C(=O)N2CCCC(Nc3ccc(C(C)C)cc3)C2)nc1 (stereo not drawn)	0	1	-1	4	1	-0.4	i	20	-11	1
CC(C)(C)OC(=O)NCC1CCC(C(=O)NC[C@H](CC(=O)O)c2ccc(Cl)cc2)CC1 (stereo partly drawn)	0	9	1	0	-1	0.5	i	-8	0	4
O=c1oc(Cl)c(Cl)c2ccccc12	-2	5	4	-6	1	-2.1	i	23	0	6
CCOC(=O)C1(CCOC)CCN(Cc2nc(C(C)C)cs2)CC1	-4	8	1	-1	-3	-0.1	i	1	0	-5
O=C(CSc1nc(=O)n2ccccc2n1)NC1CCCCC1	1	-3	2	0	6	-0.5	i	13	0	4
O=S(=O)(c1ccc(C2CCCCC2)cc1)N1CCCC1	4	-6	2	3	1	0.7	i	14	1	-10
CCOC(OCC)c1cn(Cc2ccc(C(=O)c3ccccc3)cc2)nn1	0	-8	-1	3	-5	-1.2	i	6	-2	-2
CCCNCc1cc(OCC)c(OCC(=O)Nc2ccccc2)cc1Br	-2	-5	1	-1	-9	0.6	i	-5	4	9
CCN(CC)S(=O)(=O)c1ccc2nc(NC(=O)c3ccco3)sc2c1	-4	4	1	-9	-7	-0.2	i	1	0	-2
Cc1ccc(SC(C)C(=O)NCC(C)C)cc1 (stereo not drawn)	-4	-6	1	1	-2	-0.3	i	9	-1	-6
CCCCNC(=O)Nc1ncn[nH]1	0	-11	-2	-1	-6	-0.7	i	8	-7	18
COc1ccc(CCCc2nnc(SCC(=O)N/N=C\c3ccc(O)c(OC)c3)o2)cc1C	-1	-2	8	-4	0	2.2	i	-2	1	-3
Cc1ccccc1C(=O)NNC(=S)NC(=O)COc1ccccc1	2	-7	3	1	0	0.1	i	6	6	3

Single records (already shown):
`CCCNCc1cc(OCC)c(OCC(=O)Nc2ccccc2)cc1Br` across the screens: STEP inh: -2; Scp-1 inhibitor: -5; SUMO1 PPI mod: 1; DNMT1 block: -1; NadD inh: -9; LMPTP inh: 0.6; Rpn11 block: i; SKN-1 block: -5; MT1-MMP act inh: 4; CendR NRP1 mod: 9
`Cc1ccccc1C(=O)NNC(=S)NC(=O)COc1ccccc1` across the screens: STEP inh: 2; Scp-1 inhibitor: -7; SUMO1 PPI mod: 3; DNMT1 block: 1; NadD inh: 0; LMPTP inh: 0.1; Rpn11 block: i; SKN-1 block: 6; MT1-MMP act inh: 6; CendR NRP1 mod: 3

More entries follow.
SMILES	STEP inh	Scp-1 inhibitor	SUMO1 PPI mod	DNMT1 block	NadD inh	LMPTP inh	Rpn11 block	SKN-1 block	MT1-MMP act inh	CendR NRP1 mod
CCN1N=C(c2ccccc2)CCC1=O	-2	0	2	-3	6	-1.4	i	2	0	1
COc1ccc(OCC(=O)Nc2ccc(S(=O)(=O)N3CCOCC3)cc2)cc1	-3	-13	-3	-1	-4	-0.1	i	8	1	-21
CN(CC(=O)Nc1ccccc1C(=O)NC1CC1)Cc1cccs1	1	-10	-2	1	-5	-1.7	i	-1	-1	-3
CN(C)CCCNC(=O)c1ccc(Cl)c(S(=O)(=O)N(C)c2ccccc2)c1	3	-9	-2	-1	7	-8.7	i	20	-1	16
CCc1nn2cc(C(=O)c3cc(Cl)ccc3O)cnc2c1-c1ccc(F)cc1	-1	-9	-4	-3	7	4.1	i	11	-4	-7
O=C(COc1ccc(F)cc1)Nc1cc(S(=O)(=O)N2CCCCC2)ccc1N1CCCCC1	4	7	6	4	20	5.7	i	-3	-4	-1
CCCNS(=O)(=O)c1ccc(OCC(=O)NCc2ccc3c(c2)OCO3)cc1	2	-2	1	0	2	-0.2	i	-19	6	10
COc1ccc(C(=O)N/C(=C\c2ccco2)C(=O)NCc2ccco2)cc1	1	3	-7	1	-2	-0.6	i	7	-3	-4
Cc1cccc(NC(=O)C2CC(=O)n3ncnc3N2)c1 (stereo not drawn)	0	-7	-1	2	-1	-0.8	i	0	2	-3
COc1ccccc1N(CC(=O)N/N=C/c1c(O)ccc2ccccc12)S(C)(=O)=O	-2	-10	2	-5	12	1.6	i	2	-10	4
O=C(NCCCN1CCCC1=O)C(=O)Nc1cccc(F)c1	-1	-3	2	1	4	-0.6	i	18	3	-3
COc1ccc(Nc2c(-c3cccc(OC)c3)nc3nc(C)cc(C)n23)cc1	x	x	3	x	6	-0.3	x	-5	6	5
CCOc1ccc(C(=O)NCc2ccccn2)cc1	0	19	1	-1	2	-0.5	i	1	13	12
O=[N+]([O-])c1ccc(-c2csc(N3CCCCCC3)n2)cc1	1	-12	-14	-3	10	3.9	i	8	-4	0
Fc1cccc(Cl)c1CSc1ncn[nH]1	-2	-2	-1	8	7	-1.0	i	-6	1	14
Cc1ccc(S(=O)(=O)N(C)c2nc3ccccc3n3c(C(C)C)nnc23)cc1	0	-7	-3	3	0	-1.2	x	4	-13	-108
C[C@@H]1CN([C@@H](C)CO)C(=O)CCCn2nncc2CO[C@@H]1CN(C)C(=O)c1ccc2ccn(C)c2c1	-1	x	2	1	1	-2.3	i	2	4	-3
O=C(CN1CCCCCCC1)N/N=C/c1ccc(F)cc1F	-4	0	-2	2	-1	-1.9	i	9	1	-4
Cn1c(CN2CCCC2)nc2cc(NC(=O)C3CCCCC3)ccc21	-2	-4	-2	-2	-4	-1.3	i	-23	-2	0
O=C(Nc1ccc(S(=O)(=O)N2CCCCC2)cc1)C1CCCN(C(=O)c2ccc(Cl)cc2)C1 (stereo not drawn)	-4	0	-2	-3	5	0.2	i	-4	1	10
CCc1ccc(NC(=O)CN(C)S(=O)(=O)c2ccc3[nH]c(=O)oc3c2)cc1	-2	-2	-1	3	4	-0.4	i	5	1	1
CCN(C(=O)CCS(=O)(=O)c1cccc2nsnc12)c1cccc(C)c1	0	-3	-30	1	-7	0.2	i	19	1	0
NC(N)=N/N=C/c1ccc2cccc(OCc3ccccc3)c2n1	-1	-7	-19	18	-3	1.0	i	4	-2	4
C=CCn1c(C)cc(C(=O)Cn2c(C(C)O)nc3ccccc32)c1C (stereo not drawn)	-10	-2	-1	4	-2	-2.2	i	4	x	-3
c1ccc(-n2c3ccccc3c3ccccc32)cc1	-1	-15	3	0	5	0.9	i	-9	x	9
CCC(C)(C(=O)Nc1c(C)cccc1C)N(C)C(=O)c1ccc2ccccc2n1 (stereo not drawn)	6	-5	-2	0	-2	1.2	i	-4	0	7
CCCCNc1nc2ccccc2[nH]1	1	-2	4	3	-3	2.7	i	3	5	2
C=COC(=O)CSc1nc(-c2cccs2)ccc1C#N	3	-16	-10	-4	-10	2.3	i	4	-8	-6
CCOC(=O)N1CCN(C(=O)c2ccc(N(C)S(C)(=O)=O)cc2)CC1	-2	-7	0	3	2	-1.6	i	25	2	-2
CC1(c2nnnn2-c2ccc3c(c2)OCCO3)CCC(=O)N1CCc1ccc(O)cc1 (stereo not drawn)	x	x	-1	x	-2	-2.4	x	-2	-1	11
COC(=O)c1cc(NC(=S)Nc2cc(Cl)cc(Cl)c2)cc(C(=O)OC)c1	1	-1	0	1	-4	-0.8	i	5	-1	-11
CCCS(=O)(=O)NC(=O)C1(C)CCCN(C(=O)c2ccc(F)cc2Cl)C1 (stereo not drawn)	-4	x	0	2	-4	-2.3	i	19	1	3
CCOC(=O)c1ccc(N2C=C(C(=O)OC)C(c3ccc(OC)c(O)c3)C(C(=O)OC)=C2)cc1	-2	-13	-18	-6	-10	1.4	i	15	-6	-2
Cc1[nH]c(-c2ccc(F)cc2)cc1C(=O)N1CCN(c2ccccc2F)CC1	-3	-6	3	2	-7	2.5	i	0	2	-7
CCc1nnc2n1N=C(c1ccc(-c3cc(Cl)ccc3Cl)o1)CS2	4	5	-5	66*	18	6.0	i	30	-1	-17
COc1ccccc1NC(=O)C1C2C=CC(C2)C1C(=O)NCc1cccnc1 (stereo not drawn)	-1	-5	-5	-1	-5	1.0	i	11	1	-10
